Screening results as filed in PubChem.
C2C12 statin – suppressors of statin myotoxicity in C2C12 myotubes, primary screen, cell-based, single point, plate reader; C2C12 myotubes + simvastatin, ATP luminescence, 48 h; scaled: DMSO 0, geranylgeraniol control 100; rescue of ATP level, % at 7.49 µM; 0.78% of 330,000 active; AID 602340, 2012;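 active means mean ATP rescue above about 67%, or every replicate alone reaching that limit, limit read from the data, passing the limit was not always enough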;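 further: myotubes were challenged with 10 µM simvastatin during compound exposure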
PGC1a acetyl inh – inhibitors of PGC1a acetylation signal, primary screen, cell-based, U2OS, AlphaScreen, inhibitor mode; AlphaScreen anti-acetyl-lysine; with virally co-expressed GCN5 acetyltransferase; AID 651687, 2012; inhibition, % at 15.6 µM; 0.17% of 350,000 active;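 active means every replicate shows inhibition of at least 40%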;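 further: 0% = neutral control wells and 100% = positive control wells; some results beyond the cut were filed as inactive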
GSIS activator – GLuc luminescence reporter in INS-1E cells, primary screen for activators of glucose-dependent secretion of insulin; activation, % at 16.6 µM; 0.61% of 370,000 active; INS-1E GLuc reporter insulin secretion, 2-3 h;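 active means lowest replicate activation of at least 40%, so every replicate reaches that level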;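 further: 0% = median of neutral control wells and 100% = median of IBMX positive control wells; some compounds called inactive have numbers as strong as hits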
Cneo AK release – Cryptococcus neoformans cell lysis inducers, primary screen, AK release luminescence, single concentration | C. neoformans lysis, adenylate kinase release luminescence, 4 h; normalised: neutral wells 0, clomiphene wells 100 | AID 651654, 2012 | lysis activity, % at 15 µM | 0.2% of 360,000 active;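 active means mean lysis activity across replicates of at least 80%, whatever share of replicates individually reach that level; inactive means mean lysis activity below 80%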
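Assay system: log-phase C. neoformans yeast / Quantity: yeast cell density of 5 × 10^6 cells/mL / Medium: fresh YPD growth medium / Compound: single dose / Timing: static 4 h at 37 °C with compound, 1 h detection / Measured by: adenylate kinase release luminescence / Read-out: lysis from increased AK signal / Benchmarks: Clomiphene as positive lysis control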
FN deposition inh – inhibitors of fibronectin matrix deposition, primary screen, AH1F cells, Alexa488-fibronectin fluorescence, plate reader | AH1F fibroblasts, overnight | inhibition, % at 12.6 µM | 0.086% of 350,000 active;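 active means mean inhibition across replicates of 30% or more, regardless of how many single replicates reach that level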;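 further: positive control wells lacked labelled fibronectin entirely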
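material = AH1F fibroblast monolayer depositing Alexa488-labelled fibronectin into matrix | amount = 10000 AH1F cells/well | buffer or medium = DMEM plus 2% serum, read in PBS | incubation = 1 h cell adhesion before compound, then overnight fibronectin incubation | detection = fluorescence at 485 nm excitation, 525 nm emission | evaluation = percent inhibition as loss of matrix-bound fibronectin fluorescence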
miR122 inh – miR-122 Renilla sensor signal increase in Huh7, primary screen, miR-122 inhibitor project, cell-based, single point, plate reader | Huh7 miR-122 Renilla luciferase sensor, 48 h; neutral wells = 0, positive control = 100 | activation (reporter increase), % at 12.5 µM | 0.3% of 340,000 active;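 active means mean replicate activation score at least 90 and every replicate individually at or above 90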;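 further: higher luciferase means less miR-122 activity so hits act as miR-122 inhibitors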
PglD inh – C. jejuni PglD acetyltransferase inhibitors, primary screen, biochemical, DTNB colorimetric, single point. UDP-N-acetylbacillosamine N-acetyltransferase PglD (Campylobacter jejuni). purified PglD enzyme, DTNB colorimetric CoA detection. inhibition, % at 12.5 µM. 0.098% of 360,000 active; in the data active means inhibition above about 16%, passing the limit was not always enough; further: strong numbers were not always called active
CFTR F508del cor – F508del CFTR correction, initial screen, CFBE line, single point; CFBE cells, YFP halide quenching; stimulated with forskolin plus potentiator P3; % fluorescence drop versus neutral controls; activity (quench increase), % at 7.58 µM; 0.36% of 350,000 active; AID 720511, 2013;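 active means mean added fluorescence quench of at least 8% versus neutral control, with both replicates also reaching 8%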;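 further: cells transiently co-express mutant CFTR-F508del with the halide-sensitive YFP; corrector assay measuring rescue of mutant channel to the surface after 24 h compound exposure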
* hit, by the source's call; x = no result given; [ ] = another dose, or the depositor's remark.

SMILES	C2C12 statin	PGC1a acetyl inh	GSIS activator	Cneo AK release	FN deposition inh	miR122 inh	PglD inh	CFTR F508del cor
COc1ccc([N+](=O)[O-])cc1N(CC(=O)NCC1CCCO1)S(C)(=O)=O (stereo not drawn)	-2	x	7	x	3	-7	x	x
CC(C)C#Cc1ccc([C@@H]2[C@@H](C#N)N(C(=O)c3ccccn3)[C@H]2CO)cc1	3	17	-18	30	-8	x	-2	-0.8
CN(CC(=O)Nc1ccccc1Cl)C(=O)CN1C(=O)C2CCCCC2C1=O (stereo not drawn)	1	-16	-4	-2	3	-1	4	4.9
Cc1ccc(OCC(=O)NNC(=S)NC(=O)c2cccs2)c(C)c1	6	7	-7	8	2	1	-3	-0.8
c1cncc(CSc2nnc3ccc(-c4cccs4)nn23)c1	x	7	15	x	7	x	x	-0.5
O=C(CC1CCCCC1)Nc1ncn[nH]1	x	-1	x	-1	x	24	-1	x
COc1ccc(S(=O)(=O)N2CCN(CCc3ccccc3)CC2)cc1	4	x	-3	1	-2	x	3	-4.3
Cc1cc(C(=O)N2CCN(S(C)(=O)=O)CC2)cs1	12	3	2	-4	x	-5	2	-2.6
CCCC[C@H](CC(=O)c1ccccc1)[C@@H](OC(C)=O)C(=O)Oc1c(C(C)C)cccc1C(C)C	-1	6	0	-1	-2	-2	0	-3.2
O=C(Oc1ccc(-c2nnco2)cc1)c1ccc(F)c(S(=O)(=O)N2CCOCC2)c1	0	15	12	6	-4	-1	-1	-2.8
O=S(=O)(Cc1ccccc1)N1CCCCN2[C@H](C1)[C@@H](c1ccc(-c3ccc(F)cc3)cc1)[C@@H]2CO	-13	-5	-22	0	x	14[16.7 µM]	1	-1.2
Cc1cc(C)nc(NC(=O)c2ccc(C)c(C)c2)n1	9	x	8	-2	5	-3	-5	-0.9
O=C(NC(=S)Nc1ccc(-c2nc3ncccc3o2)cc1)c1ccccc1F	x	-5	4	x	-4	x	x	1.8
C[C@@H]1CN([C@H](C)CO)C(=O)c2cc(-c3cccnc3)cnc2O[C@H]1CN(C)Cc1ccc(-c2ccccc2)cc1	-12	-9	-37	-13	x	x	-2	-5.7
CC(C)NC(=O)Nc1ccc2c(c1)C(=O)N([C@H](C)CO)C[C@H](C)[C@@H](CN(C)C(=O)Nc1ccc3c(c1)OCO3)OCCCC[C@@H](C)O2	x	0	7	2	1	3[16.7 µM]	18	0.1
CC(=O)Nc1ccccc1C(=O)C(=O)Nc1ccccc1	x	x	5	6	0	x	-4	x
CCN(CC)S(=O)(=O)c1ccc2c(c1)c(=O)c(C(=O)N1CCN(c3ccccn3)CC1)cn2C	-4	x	-8	0	2	x	-1	2.6
Cc1ccc(NC(=O)COC(=O)CCc2c(C)nc3ncnn3c2C)cc1	-6	0	6	0	-2	-3	0	2.8
CNC(=O)C[C@@H]1CC[C@@H]2[C@H](COC[C@H](O)CN2Cc2ccccc2F)O1	10	5	14	2	-6	-3[16.7 µM]	2	-4.3
COc1cccc(NC(=O)CSc2nnc(CN3CCOCC3)n2C)c1	7	8	x	3	x	-9	-1	x
C[C@@H]1CCCCO[C@@H](CN(C)S(=O)(=O)c2cccs2)[C@@H](C)CN([C@@H](C)CO)C(=O)c2cc(NS(=O)(=O)c3cn(C)cn3)ccc2O1	x	-2	18	0	-14	-4[16.7 µM]	3	-1.6
C=CCOc1ccccc1CN1CCCC(CCC(=O)N(C)CCc2ccccn2)C1 (stereo not drawn)	8	-8	-1	0	12	4	-3	-4.0
COC(=O)c1sccc1NS(=O)(=O)c1ccccc1	x	5	21	0	-2	-4	1	0.6
O=C(CSc1nnc2n1CCCCC2)Nc1ccc(N2CCOCC2)cc1	35	3	22	-2	4	-4	4	-1.0
CN(C)CCNC(=O)C1Cc2c(-c3ccccc3Oc3ccccc3)ccnc2O1 (stereo not drawn)	-15	3	15	-2	8	-2	2	-1.8
CC(C)CC#Cc1ccc2c(c1)O[C@H](CN(C)C(=O)C1CCOCC1)[C@@H](C)CN([C@@H](C)CO)S2(=O)=O	2	-5	-7	-1	x	-11[16.7 µM]	2	1.4
CCOC(=O)c1cc(NC(=O)N(C(C)C)C(C)C)c(C)nc1C	1	x	x	-2	5	1	-2	x
COc1ccc2ccccc2c1C1NC(=O)NC(C)=C1[N+](=O)[O-] (stereo not drawn)	8	-3	18	0	3	-4	-1	-2.2
CCOc1c(Cl)cc(CNCc2ccccn2)cc1OC	x	4	16	-1	-2	0	-1	0.2
CSCc1ccc(C(=O)NCc2ccc(C)cc2)cc1	-16	-11	-1	0	-2	4	-1	x
COCc1cc(S(=O)c2ccc(Cl)cc2)nc(C)n1 (stereo not drawn)	x	-39	4	x	3	x	x	3.4
CCCC1CC(C)(c2csc(Nc3ccc(OCC)cc3)n2)OC1=O (stereo not drawn)	-2	-31	-18	-12	x	-2	-2	x
Cc1ccsc1C=Nc1ccc(O)cc1	12	-3	x	-2	x	-4	-1	x
CCOC(=O)CNC(=O)Cn1cnc2c(nnn2-c2ccc(OC)cc2)c1=O	1	4	4	1	-4	-9	6	-2.4
CCN(CC(=O)Nc1ccc(NC(C)=O)cc1)C(=O)C1CCCC1	-12	14	x	1	-6	-1	0	-2.0
O=C1C(=O)N(CCCn2ccnc2)C(c2ccc([N+](=O)[O-])cc2)/C1=C(\O)c1ccc2c(c1)OCCO2 (stereo not drawn)	8	0	0	1	1	x	-2	1.0
CNC[C@@H]1Oc2ccc(NC(=O)C3CCCCC3)cc2C(=O)N([C@H](C)CO)C[C@H]1C	-21	13	3	14	5	2[16.7 µM]	0	-1.3
Cn1cnc(S(=O)(=O)N[C@H]2C=C[C@@H](CC(=O)Nc3ccc(-c4ccccc4)cc3)O[C@H]2CO)c1	8	7	-8	-1	-6	-11[16.7 µM]	24	2.5
O=C(CSc1nnc(C2CC2)n1C1CC1)c1ccc(F)cc1	5	7	x	0	-31	0	-1	3.5
Cc1ccc(CCP(=O)(O)CN2CCOCC2)cn1	-7	-6	x	0	13	-4	-2	x
O=C(N/N=C/c1ccc2c(c1)OCO2)C(=O)Nc1ccccc1	x	-9	3	-1	0	-5	1	-4.8
Cc1sc(NC(=O)C2CCCO2)c(C(N)=O)c1C (stereo not drawn)	x	5	x	-1	3	-7	-8	x
Cc1cc(/C(N)=N/OC(=O)Nc2cccc(C(F)(F)F)c2)no1	x	-1	-34	-5	-2	8	2	-0.6
CN(C)/C=C\C(=C/C(=O)C(F)(F)F)Nc1ccccc1Oc1ccccc1	x	-19	1	x	-10	-1	x	1.2
Cc1sc(NC(=O)CS(=O)(=O)c2ccccc2)c(C#N)c1C	1	7	-10	0	-1	1	1	3.6
CCC(=O)c1cn(CC(=O)Nc2c(C)cccc2C)c2ccccc12	0	13	x	0	5	0	-6	x
Cn1c(SCC(=O)Nc2ccccc2F)nnc1-c1cccnc1	-6	0	-7	-3	19	-4	-3	-2.2
O=[N+]([O-])c1ccc(NN=C2CC3CCC2C3)c([N+](=O)[O-])c1 (stereo not drawn)	-6	5	x	-3	1	2	-5	0.8
C[C@@H]1CN([C@@H](C)CO)C(=O)CCCn2cc(nn2)CO[C@H]1CN(C)Cc1cccc2c1OCCCO2	1	1	8	x	4	-2[16.7 µM]	x	-0.3
CCOc1ccc(OCC)c(NC(=O)CN2CCN(c3cccc(C)c3C)CC2)c1	6	-2	-4	0	x	x	2	-5.3
The list continues.
SMILES	C2C12 statin	PGC1a acetyl inh	GSIS activator	Cneo AK release	FN deposition inh	miR122 inh	PglD inh	CFTR F508del cor
OC1CCCN(Cc2ccccc2)C1 (stereo not drawn)	3	x	-6	-4	x	-4	2	0.2
C[C@@H]1CN([C@@H](C)CO)C(=O)Cc2cc(NC(=O)Nc3ccc(F)cc3)ccc2O[C@@H]1CN(C)S(=O)(=O)c1ccc(F)cc1	14	1	-3	-1	x	-5[16.7 µM]	-8	-1.3
CC(=O)Nc1ccc(S(=O)(=O)N(Cc2ccccc2)C(C)C)cc1	-5	6	x	-1	10	3	-2	x
CCC(=O)N1C[C@H](O)COC[C@H]2O[C@H](CC(=O)NCc3ccc(Oc4ccccc4)cc3)CC[C@@H]21	7	-6	-5	4	-5	6[16.7 µM]	8	-0.1
CO[C@H]1CN(C)C(=O)c2ccc(NC(=O)C3CC3)cc2OC[C@@H](C)N(C(=O)c2ccccn2)C[C@@H]1C	-4	-4	6	x	3	x	x	-0.8
COc1cc(/C=N/NC(=O)C23CC4CC(CC(C4)C2)C3)cc(Br)c1O	x	1	-18	0	2	0	2	x
O=C(Cc1ccc(Cl)cc1)Nc1ccc(S(=O)(=O)Nc2cnc3ccccc3n2)cc1	x	9	2	x	0	11	x	3.2
CC1Oc2ccccc2C=C1/C=N/Nc1ccc(C(=O)O)cc1 (stereo not drawn)	x	-11	-7	-4	0	7	-9	1.1
O=C(O)CSCC(=O)Nc1cc(C(F)(F)F)ccc1Cl	15	-3	49*	0	-5	x	3	x
CC1(C)CC2(CC(c3ccc(F)cc3)c3ccc(O)cc3O2)NC(=S)N1 (stereo not drawn)	x	0	-41	1	-5	x	-2	0.9
C[C@H]1CN([C@@H](C)CO)C(=O)Cc2cc(NC(=O)C3CC3)ccc2O[C@@H]1CN(C)S(=O)(=O)c1ccccc1	-51	1	19	4	x	5[16.7 µM]	-1	-0.7
CCC(=O)N1CCc2cc(S(=O)(=O)Nc3ccc4c(c3)OCCO4)ccc21	x	-6	x	6	x	37	1	x
COc1ccc(C(=O)N/N=C(\C)CC(=O)N2CCN(C=O)CC2)cc1	0	x	38	x	4	15	x	x
CNC[C@@H]1Oc2ccc(NC(=O)NC(C)C)cc2C(=O)N([C@H](C)CO)C[C@@H]1C	-32	4	9	-32	x	-1[16.7 µM]	0	2.4
CO[C@H]1CC[C@@H]2CCN(C)C(=O)[C@@H](C)[C@@H](OC)CN(C)C(=O)c3cc(C#N)ccc3OC[C@@H]1O2	0	13	12	-4	-13	x	-2	-1.5
Cc1ccc(S(=O)(=O)NNC(=O)C(=O)NNc2ccccn2)cc1	-16	x	6	2	x	x	2	x
Cc1cc(OCC(=O)Nc2ccc(S(=O)(=O)N3CCN(C)CC3)cc2)cc(C)c1Cl	-8	x	14	-3	x	x	4	x
CCn1cc(C(=O)N2CC=C(c3ccccc3)CC2)c(=O)c2ccc(C)nc21	8	5	5	0	x	x	-7	-1.1

4 records picked at random from those above, as already listed:
SMILES	C2C12 statin	PGC1a acetyl inh	GSIS activator	Cneo AK release	FN deposition inh	miR122 inh	PglD inh	CFTR F508del cor
O=C(NC(=S)Nc1ccc(-c2nc3ncccc3o2)cc1)c1ccccc1F	x	-5	4	x	-4	x	x	1.8
Cc1ccc(OCC(=O)NNC(=S)NC(=O)c2cccs2)c(C)c1	6	7	-7	8	2	1	-3	-0.8
COc1ccc([N+](=O)[O-])cc1N(CC(=O)NCC1CCCO1)S(C)(=O)=O (stereo not drawn)	-2	x	7	x	3	-7	x	x
CC1Oc2ccccc2C=C1/C=N/Nc1ccc(C(=O)O)cc1 (stereo not drawn)	x	-11	-7	-4	0	7	-9	1.1
